# High-throughput results (PubChem)
# ADAM10 inh – ADAM10 inhibition, QFRET primary screen. inhibition, % at 7 µM. recombinant ADAM10, EDANS/DABCYL FRET peptide cleavage, 3 h. O14672. hit rate 0.62% among 370,000;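 active = inhibition above a per-campaign cutoff equal to the mean of compounds falling between control-based bounds plus 3 SD, cut at about 20% in these data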;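 also: 0% = DMSO wells while the 100% control is not disclosed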
# ssDAF12 agonist – activators of S. stercoralis DAF-12 nuclear receptor; HEK293 ssDAF-12/GRIP1 lit1-tk-luc reporter, luminescence; % of 3 µM dafachronic acid response; activation, % at 6.8 µM; hit rate 1% among 370,000; AID 652126;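 active = activation above the mean over all tested compounds plus 3 SD, cut at about 0.9% in these data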;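 also: 0% = DMSO-only wells and 100% = 3 µM delta7-dafachronic acid wells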
# GAA850 FXN act – frataxin GAA850 promoter activation; AID 540364; HEK293 lucGAA850 FXN promoter luciferase reporter, 24 h; percent of 10 µM SAHA response; hit rate 0.56% among 360,000; activation, % at 6 µM;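 active = activation above the average of all compounds screened plus 3 SD, cutoff fixed separately per campaign, cut at about 7.5% in these data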;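 also: 0% = DMSO wells and 100% = 10 µM SAHA wells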
# hcDAF12 agonist – activates DAF-12 receptor from parasite H. contortus. activation, % at 6.8 µM. HEK293 hcDAF-12 lit1-tk-luc reporter, luminescence; 0% DMSO, 100% Δ7-dafachronic acid. AID 652067. hit rate 1.4% among 370,000;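 active = activation above the mean of all tested compounds plus 3 SD, cut at about 5.5% in these data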;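 also: 100% = response to 3 µM Δ7-dafachronic acid high control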
# NPR1 activator – GC-A (human) enzyme activation; P16066; HEK293 GC-A cells, cGMP TR-FRET, EC30 ANP; 0% at EC30 ANP, 100% saturating ANP; activation, % at 10 µM; hit rate 0.14% among 370,000; AID 1671463; in the data active = activation above about 40%
# NPR2 activator – GC-B (human) receptor activation | activation, % at 10 µM | hit rate 0.11% among 370,000 | P20594 | HEK293-GC-B cells, CNP EC30, cGMP TR-FRET; 0% at EC30 CNP, 100% saturating CNP | AID 1920062;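 active = activation at 10 µM reaching about 35% in either raw or pattern-adjusted values, limit read from the data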
# SMARCA2 activ – increases SMARCA2 function in MMTV reporter cells | MG213 cells, MMTV-luciferase reporter, dexamethasone, overnight | activation, % at 9.1 µM | hit rate 1% among 370,000; in the data active = activation above about 7.8%;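 also: 0% = vehicle wells and 100% = reference activator wells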
# DAX1 inh-1 – DAX1 (NR0B1) inhibition, primary screen. HEK293T StAR-luciferase reporter, SF-1/DAX-1 repression relief. inhibition, % at 6.8 µM. hit rate 1.1% among 370,000. AID 652010;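 active = inhibition above the mean over all tested compounds plus 3 SD, cut at about 3.6% in these data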;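 also: 0% = DAX-1 cells with DMSO and 100% = cells lacking DAX-1 with DMSO; higher inhibition means more luminescence from relief of DAX-1 repression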
# sPLA2-III inh – Inhibits HGIII-sPLA2 liposome hydrolysis, primary screen. AID 743126. Q9NZ20. QFRET BODIPY PC-A2 liposome hydrolysis, fluorescence. hit rate 0.56% among 370,000. inhibition, % at 12.2 µM;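 active = inhibition above mean plus 3 SD of compounds lying within the high and low control bounds, cut at about 19% in these data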;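 also: 0% = median of test compound wells and 100% = no enzyme DMSO wells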
# Target sequence (Q9NZ20 whole entry, looked up): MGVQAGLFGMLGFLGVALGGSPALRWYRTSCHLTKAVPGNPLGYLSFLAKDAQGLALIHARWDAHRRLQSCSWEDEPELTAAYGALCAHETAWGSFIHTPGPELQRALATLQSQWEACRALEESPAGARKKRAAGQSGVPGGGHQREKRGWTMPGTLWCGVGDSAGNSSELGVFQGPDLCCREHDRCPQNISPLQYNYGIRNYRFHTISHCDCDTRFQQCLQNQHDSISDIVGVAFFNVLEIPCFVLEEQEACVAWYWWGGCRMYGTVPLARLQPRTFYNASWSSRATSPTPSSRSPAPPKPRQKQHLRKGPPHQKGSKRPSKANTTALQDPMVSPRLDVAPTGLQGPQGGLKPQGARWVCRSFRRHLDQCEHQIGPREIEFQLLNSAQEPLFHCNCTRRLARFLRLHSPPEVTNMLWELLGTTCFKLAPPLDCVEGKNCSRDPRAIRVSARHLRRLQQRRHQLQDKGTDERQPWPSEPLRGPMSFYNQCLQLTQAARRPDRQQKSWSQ
# DAX1 inh-2 – inhibitors of human orphan nuclear receptor DAX1 (NR0B1); P51843; HEK293 Gal4-DAX1 luciferase reporter, luminescence; inhibition, % at 6.75 µM; hit rate 0.99% among 340,000; AID 504766;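 active = inhibition above the mean over all tested compounds plus 3 SD, cut at about 4.2% in these data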;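 also: 0% = DAX1-transfected cells with DMSO and 100% = empty-vector control cells with DMSO; inhibition shows as a rise in luminescence from relieved DAX1 repression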
# Target sequence (P51843 207-470 limits assumed): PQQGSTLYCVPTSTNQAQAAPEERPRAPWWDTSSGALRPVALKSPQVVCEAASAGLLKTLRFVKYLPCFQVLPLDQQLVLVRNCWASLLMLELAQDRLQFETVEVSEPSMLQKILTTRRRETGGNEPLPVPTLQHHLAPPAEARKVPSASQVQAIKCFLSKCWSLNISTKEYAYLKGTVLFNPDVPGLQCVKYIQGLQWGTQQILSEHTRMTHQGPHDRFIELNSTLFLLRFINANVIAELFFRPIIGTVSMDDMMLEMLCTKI
# hgDAF-12 ag – hgDAF-12 agonism, primary luciferase screen. HEK293 GAL4-hgDAF12 UAS-luciferase reporter, agonist luminescence; normalized to butyrate control. hit rate 1.8% among 370,000. activation, % at 6.8 µM;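 active = activation above a cutoff set at the mean of all screened compounds plus 3 SD, cut at about 10% in these data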;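 also: 0% = DMSO wells and 100% = sodium butyrate wells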
# Numbers without * were called inactive; / = no result given.
SMILES	ADAM10 inh	ssDAF12 agonist	GAA850 FXN act	hcDAF12 agonist	NPR1 activator	NPR2 activator	SMARCA2 activ	DAX1 inh-1	sPLA2-III inh	DAX1 inh-2	hgDAF-12 ag
CCOc1ccc(NC(=O)CN(C)C(=O)c2cc(-c3cccs3)nn2-c2ccccc2)cc1OCC	2	-0.9	-0.9	-0.3	-3	-2	-3	1.4	10	0.7	2.6
Cc1ccc(Cc2nnc3n(-c4ccccc4)nc(C(=O)c4ccccc4)n3c2=O)cc1	-4	-1.4	-2.6	-1.4	1	-1	-3	-0.6	6	7.0*	-2.1
COc1cc(C)c(NC(=O)COc2ccc3c(c2)CCC3)cc1OC	-11	-1.1	0.4	-1.0	4	3	-1	-0.2	6	0.8	0.8
CCCCCCCCCCCCN1[C@@H](CC(=O)O)c2cc(F)ccc2S1(=O)=O	8	-0.5	2.4	2.1	4	1	0	0.1	-34	0.6	-0.1
Cc1ccc(C)c(S(=O)(=O)N2CCN(C(=O)Cc3ccc(S(=O)(=O)N4CCOCC4)s3)CC2)c1	-3	-1.3	2.5	-0.3	0	-6	-2	-1.2	-56	-1.9	-1.3
CCc1ccc(S(=O)(=O)N/N=C\c2cn(CC(N)=O)c3ccccc23)cc1	12	-1.3	-0.4	-1.9	1	8	-1	1.9	0	-0.2	-0.9
Clc1cccc(-c2nc3ccc(Br)cn3c2Cc2ccccc2)c1	-6	-0.6	/	1.4	-3	0	4	6.7*	-26	/	4.5
COC(=O)c1c(NC(=O)c2ccccc2)sc2c1CC(C)(C)NC2(C)C	-9	-1.8	1.5	-3.4	-1	-6	2	0.3	-2	-0.7	-0.7
CCc1nn(CC(=O)Nc2ccc(Br)c(C)c2)c(=N)s1	6	-1.5	-0.8	-1.0	7	-3	-4	-1.1	2	-0.5	2.5
Cc1ccc(C(=O)COC(=O)c2nc(Cl)ccc2Cl)cc1	-8	-1.2	0.7	1.6	-1	3	2	1.4	1	1.2	3.0
CCOc1ccccc1/C=N/NC(=O)Cc1csc(Nc2cccc(C(F)(F)F)c2)n1	9	-1.3	0.5	0.0	-5	-17	-1	-0.3	-17	-1.2	-2.0
CC(C)C[C@H]1CNC(=S)N1C[C@H]1CCCN1C[C@H](CC(C)C)N1C[C@H](CC(C)C)N(CCc2ccccc2)C1=S	4	-1.2	/	-0.8	3	1	7	-0.5	-8	/	2.8
CC(=O)c1ccc(-n2c(CCC(=O)O)ccc2-c2ccccc2)cc1	-3	-1.6	-1.1	0.8	3	4	0	0.2	-30	0.3	0.9
CCn1c(O)c(N=NC(=O)C(O)c2ccccc2)c2ccccc21 (stereo unspecified)	12	-1.3	-0.3	-0.5	0	-1	-2	0.7	2	0.1	2.6
CC(=O)c1cn(CC(=O)Nc2ccccc2Cl)c2ccccc12	-2	-2.0	0.0	-4.5	0	3	-4	-1.1	-11	-3.5	-7.0

# Remaining list, next part
SMILES	ADAM10 inh	ssDAF12 agonist	GAA850 FXN act	hcDAF12 agonist	NPR1 activator	NPR2 activator	SMARCA2 activ	DAX1 inh-1	sPLA2-III inh	DAX1 inh-2	hgDAF-12 ag
CN(CC(=O)NCCc1ccc(S(N)(=O)=O)cc1)CC(=O)Nc1ccccc1C(F)(F)F	-14	-0.8	-0.6	-0.9	1	-4	-1	-0.1	4	-1.2	2.1
CCOC(=O)C1CCN(C(=O)c2ccc(OCC(=O)N3CCOCC3)c(OC)c2)CC1	-3	-0.9	2.3	-0.6	2	4	-2	-1.0	-4	-1.5	1.4
O=C(NCc1cc(C(F)(F)F)ccc1Cl)c1cccc2c1C(=O)c1ccc(N3CCC(N4CCCCC4)CC3)cc1S2(=O)=O	-17	-0.9	-1.3	-1.8	8	10	6	0.1	6	-0.7	-3.3
O=C(NCc1ccccc1Cl)c1ccc[nH]1	-4	-1.3	0.3	-1.7	1	-2	0	0.6	5	-1.0	-2.2
O=C1CCN(CCc2ccccc2)CCN1[C@H](CO)Cc1ccccc1	0	-1.2	1.0	-1.3	-2	-2	2	-0.3	4	0.5	0.1
O=C(O)CC(C(=O)Nc1ccc(Cl)c(Cl)c1)C1CCCO1 (stereo unspecified)	1	-1.0	-0.8	-0.5	2	-5	-3	0.8	0	1.6	-1.8
O=C1NC2(CCN(Cc3ccccc3)CC2)Oc2ccccc21	5	-1.1	1.3	-1.2	-8	-5	2	-0.2	-6	-1.1	-0.2
C/C(N)=C(/C#N)C(=O)COC(=O)c1cc(-c2cccc3ccccc23)nc2ccccc12	-36	-1.5	0.4	-2.4	2	-1	-2	-0.2	-2	-0.8	2.7
O=C1c2ccccc2C(c2nnnn2-c2ccc3c(c2)OCCO3)N1CCc1c[nH]c2ccccc12 (stereo unspecified)	5	-0.2	/	2.4	-4	2	-2	0.2	-80	/	-1.6
CCOC(=O)c1ccc(NC(=O)C(=O)NCc2ccco2)cc1	2	-1.4	1.9	0.3	0	4	-2	0.3	-2	0.3	-2.2
COc1ccc(-c2cc(-c3ccccc3O)[nH]n2)cc1OC	11	-0.5	7.0	7.9*	-38	-14	13*	3.6*	-48	3.8	16*
Cc1ccccc1Cn1ccc(NC(=O)c2cnn3cccnc23)n1	4	-2.0	0.0	-0.9	2	-6	3	0.6	3	-1.6	1.8
CN(C)CCCNC(=S)/N=c1\sccn1Cc1ccccc1Cl	1	-1.2	-1.4	0.0	-5	-2	-2	0.7	8	-1.9	0.6
Cc1ccccc1NC(=S)NC(=O)CCc1ccccc1	7	-1.2	0.4	-1.1	4	-3	3	0.8	-1	-0.1	-0.8
CC(C)C(O)(C#CCN1CCCCCC1)c1ccccc1 (stereo unspecified)	-4	-1.2	1.9	-1.4	-2	7	2	-0.8	-10	0.4	1.5

# Next part
SMILES	ADAM10 inh	ssDAF12 agonist	GAA850 FXN act	hcDAF12 agonist	NPR1 activator	NPR2 activator	SMARCA2 activ	DAX1 inh-1	sPLA2-III inh	DAX1 inh-2	hgDAF-12 ag
CCOc1ccc(Cl)cc1S(=O)(=O)N1CCC(C(=O)NCc2ccco2)CC1	-5	-0.7	0.8	-0.5	-3	-3	-1	-0.2	-4	1.2	-2.3
O=C(O)C1=CCC=CC1C(=O)O (stereo unspecified)	-12	-0.9	1.1	1.0	0	2	-1	-0.2	12	2.2	1.5
C[C@H]1CN([C@@H](C)CO)C(=O)CCCn2cc(nn2)CO[C@@H]1CN(C)C(=O)c1ccc(N2CCN(C)CC2)cc1	1	-1.1	/	1.9	1	1	8.2*	0.5	4	/	-0.6
Cc1cc(N/N=C/c2ccc(O)cc2)nc(NS(=O)(=O)c2ccccc2)n1	-31	-1.8	-7.8	-4.9	-2	2	-4	-1.1	-13	-1.6	-6.9
C/C(=N\NC(=O)c1ccncc1)c1ccc(NC(=O)c2ccc(Cl)cc2)cc1	2	-0.5	3.9	1.4	3	3	5	7.5*	-1	2.2	17*
Cc1c(Cl)c([N+](=O)[O-])nn1CC(=O)NCc1ccc(Cl)cc1	-3	-1.2	0.9	-0.1	-2	-2	-1	0.3	-8	-1.9	1.7
Cn1c(CO)c(-c2ccccc2)c2cc([N+](=O)[O-])ccc21	2	-1.2	-1.4	-1.9	4	-6	-5	-0.7	-1	-0.5	-4.5
COc1ccc(CC(=O)N/N=C/c2ccc(-c3cccc(C(=O)O)c3)o2)cc1OC	-58	0.1	4.2	-0.3	0	-1	4	0.4	-1	1.6	-0.2
CCCCn1c(N)c(N(CCOC)C(=O)c2ccc(N3CCCC3=O)cc2)c(=O)[nH]c1=O	-23	-1.4	1.8	-0.3	3	0	-3	0.1	19	-0.4	-0.1
O=C(COc1ccccc1/C=C1\SC(=O)NC1=O)Nc1ccc(F)cc1	8	-1.9	0.8	-0.8	-8	0	-2	0.0	-49	-0.5	1.5
COc1cc2c(cc1OC)C(C)N(C(=O)Cc1ccc(C(F)(F)F)cc1)CC2 (stereo unspecified)	3	-1.3	0.7	-2.7	-2	4	2	-0.1	-8	0.1	-0.1
CCC(C)c1c(O)nc(SCC(=O)N2CCCCCC2)[nH]c1=O (stereo unspecified)	-1	-1.0	-2.1	-0.6	-3	3	-1	0.5	6	0.1	-0.3
C=C(C)CSc1nnc(-c2ccccc2)n1N	-3	-1.1	1.6	0.9	2	-4	2	0.8	-1	0.8	3.5
C#CCOc1c(Cl)cc(/C=C2/C(=O)ON=C2C)cc1OCC	-6	-1.0	0.6	-1.1	10	2	-1	-0.2	6	-0.7	2.7
Fc1ccccc1N1CCN(Cc2cccnc2)CC1	-3	-1.0	1.0	0.4	0	4	-3	-0.3	5	1.2	1.5
O=C1C(c2ccc(F)cc2)N(Cc2ccc3c(c2)OCO3)C(=O)CN1C1CCCCC1 (stereo unspecified)	2	-0.8	-0.9	-0.8	-4	-2	0	0.2	1	1.3	1.3
CCCC(=O)Nc1nn(CC)c2nc3ccc(C)cc3cc12	-19	-1.1	2.0	-1.7	1	-1	5	0.5	4	1.2	0.6

# Given as labelled records: part of the list above
SMILES: C/C(=N\NC(=O)c1ccncc1)c1ccc(NC(=O)c2ccc(Cl)cc2)cc1
  ADAM10 inh: 2
  ssDAF12 agonist: -0.5
  GAA850 FXN act: 3.9
  hcDAF12 agonist: 1.4
  NPR1 activator: 3
  NPR2 activator: 3
  SMARCA2 activ: 5
  DAX1 inh-1: 7.5*
  sPLA2-III inh: -1
  DAX1 inh-2: 2.2
  hgDAF-12 ag: 17*

SMILES: Cc1c(Cl)c([N+](=O)[O-])nn1CC(=O)NCc1ccc(Cl)cc1
  ADAM10 inh: -3
  ssDAF12 agonist: -1.2
  GAA850 FXN act: 0.9
  hcDAF12 agonist: -0.1
  NPR1 activator: -2
  NPR2 activator: -2
  SMARCA2 activ: -1
  DAX1 inh-1: 0.3
  sPLA2-III inh: -8
  DAX1 inh-2: -1.9
  hgDAF-12 ag: 1.7

SMILES: Cn1c(CO)c(-c2ccccc2)c2cc([N+](=O)[O-])ccc21
  ADAM10 inh: 2
  ssDAF12 agonist: -1.2
  GAA850 FXN act: -1.4
  hcDAF12 agonist: -1.9
  NPR1 activator: 4
  NPR2 activator: -6
  SMARCA2 activ: -5
  DAX1 inh-1: -0.7
  sPLA2-III inh: -1
  DAX1 inh-2: -0.5
  hgDAF-12 ag: -4.5

SMILES: COc1ccc(CC(=O)N/N=C/c2ccc(-c3cccc(C(=O)O)c3)o2)cc1OC
  ADAM10 inh: -58
  ssDAF12 agonist: 0.1
  GAA850 FXN act: 4.2
  hcDAF12 agonist: -0.3
  NPR1 activator: 0
  NPR2 activator: -1
  SMARCA2 activ: 4
  DAX1 inh-1: 0.4
  sPLA2-III inh: -1
  DAX1 inh-2: 1.6
  hgDAF-12 ag: -0.2
